RNase H inhibition – RNase H inhibition, HIV 1 Gag Pol polyprotein, FRET biochemical assay, screening (AID 372). HIV-1 RT RNase H, FRET RNA/DNA substrate fluorescence; higher % means a stronger effect. inhibition, % at 10 µM; hits with a dose series show IC50 in µM. actives 0.77% (n = 100,000); in the data active means inhibition above about 50%
Starred values were filed as active, the others as inactive.

Compound,RNase H inhibition
O=C(O)CNc1ccccc1C(=O)O,0%
CC1CCc2c(sc(NC(=O)c3ccccc3[N+](=O)[O-])c2C(N)=O)C1 (stereo not drawn),1%
C=CCN1C(=O)C(Cc2ccccc2)S/C1=N/N=C/c1ccccc1 (stereo not drawn),5%
O=C(O)CCCCCN1C(=O)C(=O)/C(=C(/O)c2ccc([N+](=O)[O-])cc2)C1c1ccccc1 (stereo not drawn),1%
CC(C)(C)c1ccc(C(=O)N/N=C/c2ccccc2F)cc1,0%
Cc1ccc(CN2CCN(/N=C\c3ccccc3)CC2)cc1,8%
CCOc1ccc(C(=O)Nc2ccc(OC)cc2)cc1[N+](=O)[O-],1%
CC(C)CC(=O)N1CCN(Cc2ccc(Cl)cc2)CC1,0%
CC(=O)NC1=NC(=O)/C(=C\c2ccc(N(C)C)cc2)S1,8%
CCC(C)OC(=O)C1=C(C)NC2=C(C(=O)CC(c3ccc(Cl)cc3)C2)C1c1ccc(Cl)c(Cl)c1 (stereo not drawn),17%
CCOC(=O)c1c(NC(=O)/C=C\C(=O)O)sc2c1CCC(CC)C2 (stereo not drawn),4%
CCCCOCCNC(=O)c1ccc(I)cc1,12%
O=C1NC(=O)C(=Cc2ccc(OC(=O)c3ccccc3)cc2)C(=O)N1,16%
COc1cc(C=C2C(=O)NC(=O)NC2=O)ccc1OCCOc1cc(C)cc(C)c1,36%
CC(c1ccccc1)c1nnc(NC(=O)Nc2ccc(Cl)cc2Cl)s1 (stereo not drawn),36%
CC(C)(C)N=C1c2nn(Cc3ccccc3)nc2C(=NC(C)(C)C)c2nn(Cc3ccccc3)nc21,13%
c1ccc(CCc2nc(-c3cccnc3)no2)cc1,0%
Cc1ccc(C2=NN(c3nc(-c4ccc(C)cc4)cs3)C(c3ccc(Cl)cc3)C2)cc1 (stereo not drawn),4%
Cc1ccc(N2C(=O)CC(NCc3cccc(Cl)c3)C2=O)cc1 (stereo not drawn),0%
CCCn1c(=O)c(CC(=O)OCC)c(O)c2ccccc21,3%
N#CC1=C(N)SC(N)=C(C#N)C1c1ccc(-c2ccccc2)cc1,11%
Cc1cc(Cl)ccc1NC(=O)c1cc([N+](=O)[O-])ccc1Cl,15%
O=C(/C=C/c1ccccc1)NC(=S)Nc1nc(-c2ccccc2)cs1,41%
COC1(/C(=C/C(=O)c2ccc(C)cc2)Nc2ccccc2)CCCCC1,17%
CCN(CC)CCNC(=O)c1ccccc1C(=O)c1ncc[nH]1,6%
COc1ccc(N(C(C)C(=O)N/N=C(\C)c2ccccc2O)S(C)(=O)=O)cc1 (stereo not drawn),6%
Cc1ccccc1C(=O)Nc1cccc(NC(=O)c2ccc(-c3ccc(Cl)cc3Cl)o2)c1,3%
C/C(=N\NC(=O)c1cc(C)[nH]n1)c1ccc(Cl)cc1,8%
O=C1c2ccccc2C(=O)c2c1cccc2N1CCN(CCO)CC1,0%
Cc1ccc(NC(=O)c2cc(-c3ccc(C)s3)nc3ccccc23)c(Br)c1,6%
COc1ccccc1N=Cc1c(O)n(-c2c(C)cc(C)cc2C)c(=O)[nH]c1=O,5%
Cc1ccc2oc(-c3cc(NC(=O)c4ccccc4C)ccc3O)nc2c1,4%
O=C(NCCN1CCOCC1)c1cnn2c(C(F)(F)F)cc(-c3ccc(Br)cc3)nc12,6%
Cc1ccc(OCC(=O)N/N=C\c2ccc(C)cc2O)cc1,10%
COc1ccc(/C=C2\SC(=S)N(C(C)C)C2=O)cc1,12%
CC(=O)Oc1ccc(C2C(C(=O)OCc3ccccc3)=C(C)NC3=C2C(=O)CC(C)(C)C3)cc1 (stereo not drawn),15%
CC(C)(C)c1nnc(NC(=O)Nc2ccccc2)s1,9%
O=C1S/C(=C/c2ccccc2)C(=O)N1CC(=O)N1c2ccccc2Sc2ccc(Cl)cc21,7%
Nc1nnc(SCC(=O)NC(c2ccccc2)c2ccccc2)s1,0%
CCOc1ccccc1NC(=O)NS(=O)(=O)c1ccc(C)cc1,6%
Fc1ccc(COc2ccccc2/C=N/n2cnnc2)cc1,15%
CCCc1ccc(OCC(=O)Nc2ccc(N3CCOCC3)cc2)cc1,15%
Cc1cccc(C(=O)NC(=S)Nc2ccc(I)cc2Cl)c1,8%
O=C(Nc1cccc2ccccc12)C(=O)NC1CCCCC1,4%
COc1ccc(N2C(=O)NC(=O)/C(=C\c3ccccc3Cl)C2=O)cc1,9%
CCOC(=O)C1=C(C)N=c2s/c(=C\c3ccc(OC)c(Br)c3)c(=O)n2C1c1ccccc1Cl (stereo not drawn),29%
COc1ccc2c(c1)c(=O)oc1cc(OCC(=O)c3ccc(C)cc3)ccc12,11%
CCCCSc1nc2c(c(=O)n1-c1ccc(C)cc1)C1(CCCCC1)Cc1ccccc1-2,5%
COc1ccc(Br)cc1-c1nc(-c2ccccc2)c(-c2ccccc2)[nH]1,13%
CCOc1cc(/C=C2\C(=O)NC(=O)N(c3ccc(Cl)c(Cl)c3)C2=O)cc(Cl)c1O,35%
COc1ccc(C(=O)N2c3ccccc3N(Cc3ccccc3)C(=O)C2(C)C)cc1,15%
CCC(=O)NC(Cc1ccc(OC)c([N+](=O)[O-])c1)C(=O)O (stereo not drawn),5%
CCOc1ccc(C=C2C(=O)N(C)C(=S)N(C)C2=O)cc1,0%
C[N+]1(c2cccc(C(F)(F)F)c2)CCC(N)=N1 (stereo not drawn),1%
CC(=O)Nc1ccc(N=Cc2ccc(C)o2)cc1,2%
OC1(c2ccc(Br)cc2)CCN(Cc2ccc(Br)cc2)CC1,9%
COCCNS(=O)(=O)c1ccc(OC)c(Br)c1,2%
Cc1cc(OCCn2cc(/C=C3\SC(=S)N(C)C3=O)c3ccccc32)ccc1Cl,17%
CCOc1ccccc1NC(=O)CN(Cc1ccccc1)S(=O)(=O)c1ccc(OC)c(OC)c1,10%
Cn1/c(=N\N=C\c2ccc(Br)cc2)sc2ccccc21,20%

In the list so far, three contain a thiophene ring, fused or not.
Compound,RNase H inhibition
CC1CCc2c(sc(NC(=O)c3ccccc3[N+](=O)[O-])c2C(N)=O)C1 (stereo not drawn),1%
CCOC(=O)c1c(NC(=O)/C=C\C(=O)O)sc2c1CCC(CC)C2 (stereo not drawn),4%
Cc1ccc(NC(=O)c2cc(-c3ccc(C)s3)nc3ccccc23)c(Br)c1,6%

Next part:
Compound,RNase H inhibition
Cc1cccc(NC(=O)C2CC(=O)N(c3ccccc3)C2)c1 (stereo not drawn),4%
Cc1ccccc1OCC(=O)NNC(=O)c1ccc(Cl)cc1,12%
Clc1ccccc1OCCCCn1ccnc1,0%
CCc1c(C)c(C#N)c2nc3ccccc3n2c1Nc1ccc(Br)cc1,25%
COc1cc(/C=C(/NC(=O)c2ccccc2)C(=O)Nc2ccc(I)cc2)c([N+](=O)[O-])cc1OC,4%
O=S(=O)(N/N=C/c1ccc(Br)cc1)c1ccccc1,5%
C/C(=N\N1C(=O)CN(Cc2ccccc2)C1c1cccc(Br)c1)c1ccc(Cl)cc1 (stereo not drawn),23%
Cc1ccccc1/C=N/NC(=O)Nc1ccccc1,16%
Cc1cc(Br)c2[nH]c(O)c(N=NC(=O)c3ccc([N+](=O)[O-])cc3)c2c1,3%
CCN(CC)C(=O)c1sc(NC(=O)c2ccc(C)c(C)c2)c(C(=O)OC)c1C,11%
O=S(=O)(Nc1ccc(Cl)c(Cl)c1)c1ccc2ccccc2c1,20%
CC1=C(C(=O)OCC(F)(F)F)C(c2ccc(O)cc2)NC(=O)N1 (stereo not drawn),7%
N=c1c2c3c(sc2ncn1N)CCCC3,3%
COc1ccc(C(=O)Nc2ccc(-c3nc4ccccc4o3)c(O)c2)cc1[N+](=O)[O-],47%
Cc1cc(Br)c(Nc2nc(N/N=C\c3cc4c(cc3Br)OCO4)nc(N3CCOCC3)n2)cc1Cl,46%

Retrieved by structure from the list above:
Compound,RNase H inhibition
Clc1ccccc1OCCCCn1ccnc1,0%
Cc1cccc(NC(=O)C2CC(=O)N(c3ccccc3)C2)c1 (stereo not drawn),4%

(further entries)
Compound,RNase H inhibition
COc1ccc(C(=O)NC2CCCCC2)cc1OC,9%
Cc1cc(=O)oc2c(I)c(OC(=O)c3ccc([N+](=O)[O-])cc3)ccc12,8%
NC(=O)C1CCN(S(=O)(=O)c2ccc([N+](=O)[O-])cc2)CC1,9%
O=C(Nc1ccccn1)c1ccc(-c2ccccc2)cc1,7%
CCOC(=O)C1=C(C)N=c2s/c(=C\c3ccc(N(CC)CC)cc3)c(=O)n2C1c1ccc(SC)cc1 (stereo not drawn),8%
COc1ccc(N2C(=O)NC(=O)/C(=C/c3ccc(-c4ccc([N+](=O)[O-])cc4C)o3)C2=O)cc1,9%
CCCC1=NN(c2ccc([N+](=O)[O-])cc2)C(=O)/C1=C\c1ccc2c(c1)OCO2,18%
O=C1C(Cl)=C(Nc2ccc3c(c2)OCO3)C(=O)N1c1ccccc1,7%
OC(Cc1nc2ccccc2n1Cc1ccc(Cl)cc1)c1ccc(F)cc1 (stereo not drawn),12%
CCOc1cc(/C=C2\N=C(c3cccc(F)c3)OC2=O)ccc1OCc1cccc([N+](=O)[O-])c1,10%
COc1ccc(NS(=O)(=O)c2cccc([N+](=O)[O-])c2)cc1Cl,7%
Cc1cccc(C(=O)NCc2ccco2)c1,0%
O=C(CSc1nnnn1-c1ccccc1F)Nc1ccc2c(c1)OCO2,2%
Cc1cccc(NC(=O)/C(C#N)=C\c2ccc(C(=O)O)cc2)c1,5%
CCOc1ccc(NC(=S)NC(NC(=O)N(C)C)C(Cl)(Cl)Cl)cc1 (stereo not drawn),14%
Cc1ccc(C2(CC(=O)O)CCOC(C)(C)C2)cc1 (stereo not drawn),2%
CCOC(=O)C1=C(N)OC2=C(C(=O)CCC2)C1c1ccccc1OCC (stereo not drawn),5%
COc1ccc2c(c1)CCC1C2=NN(/C(C)=C/C(C)=O)C1c1ccc(Br)cc1 (stereo not drawn),10%
O=C(NN1C(=O)/C(=C\c2ccccc2Cl)SC1=S)c1ccc(Br)cc1,4%
Cc1cccc(C(=O)Nc2ccc(O)c(-c3nc4cc(C)ccc4o3)c2)c1,0%
COCCCNC(=O)c1ccc(Br)cc1,13%
COC(C(=O)Nc1ccc(-c2ccc(NC(=O)C(OC)c3ccccc3)cc2)cc1)c1ccccc1 (stereo not drawn),8%
Cc1ccc(C(=O)N2CCN(c3cccc(Cl)c3)CC2)cc1,1%
O=C(c1ccc(S(=O)(=O)N2CCCCC2)cc1)N1CCN(Cc2ccc3c(c2)OCO3)CC1,6%
Cc1cc(OCC(F)(F)C(F)(F)C(F)(F)C(F)F)nc(N)n1,14%
O=C(NC(=S)Nc1ccc(Cl)c(Cl)c1)c1ccco1,17%
CCOc1cc(/C=C2\SC(=S)N(C)C2=O)ccc1O,22%
Cc1cc2c(cc1C)C(c1ccc(OC(F)(F)F)cc1)CC(=O)N2 (stereo not drawn),24%
CCOc1ccc(C2NS(=O)(=O)N=C2N)cc1 (stereo not drawn),6%
CCCc1ccc(OCC(O)CN2CCN(CC)CC2)cc1 (stereo not drawn),7%
CCOC(=O)C1=C(C)N=c2s/c(=C\c3ccc(OC)c(OC)c3)c(=O)n2C1c1cccc([N+](=O)[O-])c1 (stereo not drawn),9%
COCCOC(=O)C1=C(C)N(C)C(=O)NC1c1ccccc1Cl (stereo not drawn),10%
CN1C(=O)/C(=C/c2cccc(O)c2)SC1=S,25%
CCOc1ccc(NC(=S)NC(=O)c2ccc(C)c([N+](=O)[O-])c2)cc1,0%
COc1ccc(-c2cc(=O)n3[nH]c(-c4ccccc4)cc3n2)cc1,6%
CC12CN3CC(C)(CN(C1)C3c1ccc([N+](=O)[O-])cc1)C2O (stereo not drawn),9%
COc1cc(/C=N/NC(N)=S)cc(Br)c1OCc1ccccc1F,8%
O=[N+]([O-])c1ccccc1S(=O)(=O)Nc1cccnc1,10%
CCc1ccc2oc(-c3cccc(NC(=O)Cc4ccccc4)c3)nc2c1,7%
Cc1ccc(C(=O)Nc2ccc(Cl)cn2)cc1S(=O)(=O)N1CCOCC1,4%
CCn1c(SCC(=O)c2ccccc2)nc2sc3c(c2c1=O)CCC3,11%
COc1ccc(NC(=O)C2=C(C)NC(=S)NC2c2cccc3ccccc23)cc1 (stereo not drawn),8%
COc1ccc(/C=C2\C(=O)NC(=O)N(c3cccc(Br)c3)C2=O)cc1OC,4%
COc1ccc2oc(=O)c(C(=O)Nc3c(C)n(C)n(-c4ccccc4)c3=O)cc2c1,11%
C=CCN1C(=O)C(=O)c2cc(Br)ccc21,0%
CCOC(=O)c1sc(NC(=S)NC(=O)c2ccc([N+](=O)[O-])cc2)c(C(=O)OCC)c1C,28%
CN1C(=O)/C(=C/c2cn(Cc3ccc(Cl)cc3)c3ccccc23)SC1=S,37%
O=S(=O)(NCc1cccnc1)c1ccc(Cl)c(Cl)c1,2%
N#C/C(=C/c1cccnc1)C(=O)Nc1cccc(Br)c1,9%
O=C1CSC(=S)N1c1cccc(Br)c1,2%
CCn1c(=S)[nH]c2c(c1=O)C1(CCCCC1)Cc1ccccc1-2,14%

4 entries from above, with each value named:
CN1C(=O)/C(=C/c2cn(Cc3ccc(Cl)cc3)c3ccccc23)SC1=S
  RNase H inhibition: 37%

O=S(=O)(NCc1cccnc1)c1ccc(Cl)c(Cl)c1
  RNase H inhibition: 2%

N#C/C(=C/c1cccnc1)C(=O)Nc1cccc(Br)c1
  RNase H inhibition: 9%

O=C1CSC(=S)N1c1cccc(Br)c1
  RNase H inhibition: 2%

Screening data from PubChem BioAssay.

The list is partial (hit frequency here may not be typical).
